RGS12 GoLoco inh = qHTS Assay for Inhibitors of RGS12 GoLoco Motif Activity (Red Fluorophore) | Guanine nucleotide-binding protein G(i) subunit alpha-1 (Homo sapiens), P63096 | Gai1:RGS12 GoLoco peptide FP, rhodamine, 10 min | Potency, µM (titrated, usually from 61.6 µM), without a hit: top-dose activity, negative = inhibition, most hits filed as inhibitors | hit rate 0.44% among 230,000 | AID 880, 2007; active means well fitted inhibition curve with a large enough effect, not every such curve was filed as active; inactive means no such curve, though single readings can be large or run the other way; further: on the % scale 0 is the no-effect control and ±100 the full control effect; nearly all actives have a fitted effect of over 30% in size; many of its hits are not listed in these tables
Target sequence (P63096 whole entry, looked up): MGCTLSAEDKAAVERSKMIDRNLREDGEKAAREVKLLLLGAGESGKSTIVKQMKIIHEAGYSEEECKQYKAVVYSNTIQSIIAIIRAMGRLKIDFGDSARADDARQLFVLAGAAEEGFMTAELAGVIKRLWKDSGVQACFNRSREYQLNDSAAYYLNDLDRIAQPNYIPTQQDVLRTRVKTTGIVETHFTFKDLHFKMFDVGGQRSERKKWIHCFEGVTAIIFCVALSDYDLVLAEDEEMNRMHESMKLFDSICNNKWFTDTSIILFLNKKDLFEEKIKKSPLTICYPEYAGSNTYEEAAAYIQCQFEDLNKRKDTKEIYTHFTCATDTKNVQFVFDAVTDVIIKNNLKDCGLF
IMPase Li cell = qHTS Assay for Identifying the Cell-Membrane Permeable IMPase Inhibitors: Potentiation with Lithium; Potency, µM (series often up to 59.4 µM), inactives show at the top dose activity, negative = IMPase inhibition, actives largely listed as inhibitors; hit rate 0.35% among 210,000; CHO-M1 cells, IP1 TR-FRET (IP-One), carbachol + lithium;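 further: IP1 builds up when IMPase is blocked and the TR-FRET signal falls; plate controls were basal vehicle for no effect and high inhibitor control for full effect; nearly all actives have a fitted effect of over 50% in size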
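CHO cells stably expressing M1 receptor (2000/well) were cultured 16–30 h, then exposed to compounds with a small lithium addition for 30 min at 37C. IP1 was measured by TR-FRET competition; AC50 from Hill fits.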
Epigenetic derep = Quantitative High-Throughput Screen for Regulators of Epigenetic Control | murine LDR cells, GFP reporter derepression, 30 h | Potency, µM (doses to about 53.9 µM), for the others: at the highest dose GFP activation, usual class: activators | hit rate 0.2% among 280,000 | AID 1865, 2009; further: % of control where 0% means no effect; nearly all actives have a fitted effect of over 60% in size
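GFP-positive cell count by laser-scanning cytometry (objects 20–120 um) after 30 h, 37 C compound exposure of murine LDR cells; reporter is CMV-GFP integrated at a silenced locus, inducible by HDAC or DNMT inhibitors.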
KDM4E inh = qHTS Assay for Inhibitors of Human Jumonji Domain Containing 2E (JMJD2E). JMJD2E catalytic domain, FDH-coupled NADH fluorescence (FDH is formaldehyde dehydrogenase). Potency, µM (series often up to 57.1 µM), for inactives: at the highest dose activity change, negative = inhibition, actives largely listed as inhibitors. Lysine-specific demethylase 4E (Homo sapiens), B2RXH2. hit rate 1.6% among 230,000. AID 2147, 2009; active means well fitted inhibition curve with a large enough effect, not every such curve was filed as active;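 further: 0% = wells with enzyme and -100% = buffer wells without enzyme; nearly all actives have a fitted effect of over 50% in size; many of its hits are not listed in these tables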
RECQ1 helicase = qHTS Assay for Inhibitors of RecQ-Like Dna Helicase 1 (RECQ1); hit rate 0.54% among 240,000; Potency, µM (top dose mostly 57.3 µM), inactives show at the top dose activity, negative = inhibition, hits mostly inhibitors; RECQ1 DNA unwinding, red fluorescence kinetic read; ATP-dependent DNA helicase Q1 (Homo sapiens), P46063;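 further: plate controls were vehicle for no effect and no enzyme for full effect; nearly all actives have a fitted effect of over 30% in size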
Target sequence (P46063 whole entry, looked up): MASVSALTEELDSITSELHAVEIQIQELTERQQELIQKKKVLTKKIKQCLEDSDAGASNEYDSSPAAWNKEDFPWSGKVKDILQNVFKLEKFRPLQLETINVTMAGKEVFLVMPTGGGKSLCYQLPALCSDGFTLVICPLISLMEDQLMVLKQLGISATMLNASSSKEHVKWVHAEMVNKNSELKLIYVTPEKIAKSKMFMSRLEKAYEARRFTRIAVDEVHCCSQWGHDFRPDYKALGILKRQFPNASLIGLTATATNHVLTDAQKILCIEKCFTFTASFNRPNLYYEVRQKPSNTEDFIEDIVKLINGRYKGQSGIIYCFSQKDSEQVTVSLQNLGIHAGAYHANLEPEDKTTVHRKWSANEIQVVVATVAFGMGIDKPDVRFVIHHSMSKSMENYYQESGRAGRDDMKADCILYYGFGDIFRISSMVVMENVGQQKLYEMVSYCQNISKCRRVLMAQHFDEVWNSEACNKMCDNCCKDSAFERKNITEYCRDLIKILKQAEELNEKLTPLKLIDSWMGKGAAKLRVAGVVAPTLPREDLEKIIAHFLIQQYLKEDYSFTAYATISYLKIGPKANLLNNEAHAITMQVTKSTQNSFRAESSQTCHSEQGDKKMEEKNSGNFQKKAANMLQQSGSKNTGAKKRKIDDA
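50 nM RECQ1T1 preincubated 15 min with compound in Tris pH 8.0 buffer with MgCl2, DTT, Tween-20 and 2.5 ug/ml poly(dI-dC); started with 200 nM TAMRA/BHQ-2 forked duplex and 2 mM ATP. Unwinding read as fluorescence (525/598 nm), two reads 2 h apart.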
Numbers without * were called inactive; i = inactive; x = no result given; & = joins results of further samples; [ ] = dose if it differs, or a comment. Unless noted, the call rests on the fitted dose curve; in most records, active means well fitted curve in the direction sought with a large enough effect; inconclusive means small, poorly fitted or top-dose-only effect, or another doubt; inactive means no such curve, though single readings can be large; an effect the other way counts as inactive or inconclusive. Potency means the concentration at half of the fitted maximal effect. These rows are one share of the data (hit frequency here may not be typical).

Order of values: Epigenetic derep | IMPase Li cell | RGS12 GoLoco inh | RECQ1 helicase | KDM4E inh
CO/N=C\C[C@@H]1C=C[C@H](OC(C)=O)[C@H](COC(C)=O)O1
  1.1%[10.1 µM] | x | x | -6.0%[11.5 µM] | x
CC(C)C(=O)NC(=O)C1CCCN1C(=O)/C=C/c1ccccc1 (stereo not drawn)
  2.3%[10.1 µM] | x | x | 18.5%[11.5 µM] | x
CCOC(=O)CCN1C(=O)[C@H]2[C@H]3[C@H](O)[C@H](O)C/C(=N/NC(=O)OCc4ccccc4)[C@@H]3CC[C@@H]2C1=O
  0.0%[10.1 µM] | x | x | 3.4%[11.5 µM] | x
Cc1cc(=O)oc2cc(OC3C=CC(C#CC(C)(C)C)OC3CO)ccc12 (stereo not drawn)
  0.0%[10.1 µM] | x | x | i[11.5 µM] | x
O=C1[C@H]2[C@H]3[C@H](O)[C@H](O)C/C(=N/OC[C@@H](O)COCc4ccco4)[C@@H]3CC[C@@H]2C(=O)N1Cc1ccc2c(c1)OCO2
  0.0%[10.1 µM] | x | x | i[11.5 µM] | x
CCN1C(=O)[C@H]2[C@H]3[C@H](O)[C@H](O)C/C(=N/OCc4ccccc4)[C@H]3CC[C@@H]2C1=O
  0.0%[10.1 µM] | x | x | 17.3%[11.5 µM] | x
CC(=O)OC[C@@H]1O[C@@H](O/N=C2/C[C@@H](O)[C@@H](O)[C@@H]3[C@H]4C(=O)N(c5ccc(F)cc5F)C(=O)[C@@H]4CC[C@H]23)[C@H](OC(C)=O)[C@H](OC(C)=O)[C@@H]1OC(C)=O
  1.1%[10.1 µM] | x | x | 14.8%[11.5 µM] | x
C=CCOC(=O)/C=C/NC(=O)/C=C/C=C/CCCCCCCC(C)O (stereo not drawn)
  0.0%&3.4%[10.1 µM] | x | x | -6.0%[11.5 µM] | x
CO[C@@H]1COC(=O)[C@@H](C)COC(=O)[C@@H](C)NC(=O)C/C=C\[C@@H]1C
  -0.5%[10.1 µM] | x | x | i[11.5 µM] | x
COc1ccc(O[C@H]2C=C[C@@H](c3ccccc3)O[C@H]2COC(=O)NCc2cccc3ccccc23)cc1
  1.1%[10.1 µM] | x | x | -13.8%[11.5 µM] | x
COC(=O)NC(c1cccc(F)c1)[C@]1(C(C)=O)CCCC1=O (stereo partly drawn)
  0.8%[10.1 µM] | x | x | 8.9%[11.5 µM] | x
C/C(CCC(=O)OC[C@@H]1O[C@H](C#Cc2ccccc2)C=C[C@@H]1Oc1ccc(C)cc1)=N/OC[C@@H](O)COCc1ccco1
  1.1%[10.1 µM] | x | x | 14.8%[11.5 µM] | x
C[C@@H]1CN2[C@H](c3ccc(Br)cc3)[C@H](C)CC[C@H]2C(=O)O1
  3.4%[10.1 µM] | x | x | i[11.5 µM] | x
C[C@H]1COC(=O)[C@H](Cc2ccccc2)NC(=O)[C@@H](C)COC(=O)[C@H](Cc2ccccc2)NC1=O
  0.8%[10.1 µM] | x | x | i[11.5 µM] | x
COc1ccc(O[C@H]2C=C[C@@H](c3ccccc3)O[C@H]2CO/N=C(/C)CCC(=O)OC[C@@H]2O[C@H](c3ccccc3)C=C[C@@H]2Oc2ccc(OC)cc2)cc1
  0.6%[10.1 µM] | x | x | i[11.5 µM] | x
O=C(N/N=C1/C[C@@H](O)[C@@H](O)[C@@H]2[C@@H]3C(=O)N(C[C@@H]4CCCO4)C(=O)[C@H]3CC[C@H]12)OCc1ccccc1
  2.3%[10.1 µM] | x | x | -9.7%[11.5 µM] | x
CCCNC(=O)OC[C@@H]1O[C@H](CCO/N=C\[C@@H](OC)[C@H](C)/C=C\CC(=O)OC)C=C[C@@H]1Oc1ccc(OC)cc1
  0.0%[10.1 µM] | x | x | i[11.5 µM] | x
CC(=O)OC[C@@H]1O[C@H](C/C=N\O[C@@H](C)c2cn([C@H]3COC[C@H]3O)nn2)C=C[C@@H]1OC(C)=O
  0.0%[10.1 µM] | x | x | i[11.5 µM] | x
CO[C@H]1COC(=O)[C@@H](OCc2ccccc2)/C=C\[C@H](C)[C@@H](OC)COC(=O)[C@H](OCc2ccccc2)/C=C\[C@@H]1C
  2.2%[10.1 µM] | x | x | i[11.5 µM] | x
CCCNC(=O)OC[C@H]1O[C@@H](CCO/N=C2/C[C@@H](O)[C@@H](O)[C@@H]3[C@@H]4C(=O)N(CC)C(=O)[C@H]4CC[C@@H]23)C=C[C@@H]1Oc1ccc(OC)cc1
  0.0%[10.1 µM] | x | x | -2.1%[11.5 µM] | x
C=CCOCC1CN2C(CCC(C)C2c2ccc(Br)cc2)C(=O)O1 (stereo not drawn)
  3.1%[10.1 µM] | x | x | -3.5%[11.5 µM] | x
CCCCOC(OCCCC)[C@H](O)CSc1ccc2ccccc2c1
  0.0%[10.1 µM] | x | x | i[11.5 µM] | x
Cc1cc2c(nc1C)CCCN2C[C@H](O)CN1CCCc2nc(-c3ccc(Br)cc3)ccc21
  0.8%&0.8%[10.1 µM] | x | x | 12.3%&12.1%[11.5 µM] | x
COc1ccc(OC2C=CC(c3ccccc3)OC2CO)c(C(C)(C)C)c1 (stereo not drawn)
  3.1%[10.1 µM] | x | x | -11.1%[11.5 µM] | x
CC12C=C(/C=C/c3ccc(F)cc3)C(C)(C1)C(c1ccc(F)cc1)CC2=O (stereo not drawn)
  0.0%[10.1 µM] | x | x | -10.4%[11.5 µM] | x
COc1ccc(OCC2CN3C(CCC(C)C3c3ccc(Br)cc3)C(=O)O2)cc1 (stereo not drawn)
  0.0%&0.0%[10.1 µM] | x | x | 15.6%&-3.9%[11.5 µM] | x
CO[C@H]1COC(=O)[C@H](C)COC(=O)C/C=C\[C@@H](C)[C@H](OC)COC(=O)C/C=C\[C@@H]1C
  0.0%[10.1 µM] | x | x | i[11.5 µM] | x
CC(C)=CCC/C(C)=C/CO/N=C1/[C@H]2O[C@@H]2[C@@H](O)[C@H]2[C@H]1CCn1c(=O)n(C)c(=O)n12
  0.8%[10.1 µM] | x | x | i[11.5 µM] | x
COC(=O)CC1=COC(O)C2C(CO)=CC[C@@H]12 (stereo partly drawn)
  0.8%[10.1 µM] | x | x | -2.0%[11.5 µM] | x
COc1ccc(-c2ccc(OC)cc2)cc1
  x | x | x | -11.7% | -5.2%

2 entries from above, as a markdown table.
| molecule | Epigenetic derep | IMPase Li cell | RGS12 GoLoco inh | RECQ1 helicase | KDM4E inh |
| --- | --- | --- | --- | --- | --- |
| Cc1cc2c(nc1C)CCCN2C[C@H](O)CN1CCCc2nc(-c3ccc(Br)cc3)ccc21 | 0.8%&0.8%[10.1 µM] | x | x | 12.3%&12.1%[11.5 µM] | x |
| COc1ccc(OC2C=CC(c3ccccc3)OC2CO)c(C(C)(C)C)c1 (stereo not drawn) | 3.1%[10.1 µM] | x | x | -11.1%[11.5 µM] | x |

Following part
Order of values: Epigenetic derep | IMPase Li cell | RGS12 GoLoco inh | RECQ1 helicase | KDM4E inh
CN(Cc1ccco1)c1cc(-c2cccc(C#N)c2)ncn1
  x | 7.0% | 3.8% | -5.3% | x
Cc1noc(C)c1-c1cc(N(C)Cc2ccco2)ncn1
  x | -4.4% | -3.6% | i | x
O=c1c(-c2ccc(F)cc2)nc2cnc(Oc3cccc(Cl)c3)nc2n1C1CC1
  x | -23.1% | -8.1% | -4.5% | x
CN(C)C(=O)c1ccc(-c2cncnc2N2CCNCC2)cc1
  x | 20.6% | 3.4% | -2.7% | x
COc1cccc(Cn2c(=O)c(-c3cn(C)c4ccccc34)nc3cnc(N4CCNCC4)nc32)c1
  x | -1.4% | -2.7% | -13.3% | x
COc1cccc(Cn2c(=O)c(-c3ccccc3)nc3cnc(N4CCN(C)CC4)nc32)c1
  x | 24.8% | -0.2% | -0.3% | x
Cc1nc2cnc(OCc3ccccc3)nc2n(CCc2ccccc2)c1=O
  x | 18.5% | -0.9% | -2.7% | x
COc1ncc2nc(C)c(=O)n(-c3ccccc3)c2n1
  x | 2.5% | 0.4% | i | x
CN1CCN(c2ncc3nc(-c4ccc(Cl)cc4)c(=O)n(-c4ccccc4)c3n2)CC1
  x | 28.4% | 3.1% | -8.1% | x
COCCn1c(=O)c(-c2cccs2)nc2cnc(OC)nc21
  x | -17.0% | 8.4% | -12.6% | x
Cc1cnc(CNc2cc(-c3c(C)noc3C)ncn2)cn1
  x | -0.2% | -3.8% | -8.5% | x
COCCn1c(=O)c(-c2ccc(OC)cc2)nc2cnc(N3CCN(C)CC3)nc21
  x | 25.3% | -16.1% | -4.4% | x
COc1ncc2nc(-c3ccc(F)cc3)c(=O)n(C3CC3)c2n1
  x | 18.3% | -6.8% | -6.3% | x
CN(C)C(=O)c1ccc(-c2nccc(-n3ccnc3)n2)cc1
  x | 6.7% | 6.2% | -11.0% | x
CN(C)c1ncc2nc(-c3ccc(F)cc3)c(=O)n(-c3ccccc3)c2n1
  x | -29.6% | 14.8% | -11.0% | x
CCNc1ncc2nc(-c3ccccc3)c(=O)n(Cc3cccs3)c2n1
  x | 3.4% | 13.4% | 15.2% | x
CN(C)c1ccc(-c2cncnc2NCc2cccnc2)cc1
  x | 11.9% | -12.6% | -5.6% | x
CN(C)c1ncc2nc(-c3ccc(F)cc3)c(=O)n(Cc3ccc(F)cc3)c2n1
  x | 4.8% | 6.8% | -5.7% | x
Cn1c(=O)c(-c2ccc(F)cc2)nc2cnc(N3CCOCC3)nc21
  x | -9.5% | -2.8% | 0.0% | x
COc1cccc(-c2cncnc2NCc2cccs2)c1
  x | 23.6% | -5.7% | -4.1% | x
CNc1ncnc2ccc(-c3ccc4c(c3)OCO4)cc12
  x | 1.2% | 4.3% | -2.3% | x
O=c1c(-c2cccc(F)c2)nc2cncnc2n1Cc1ccccc1Cl
  x | 12.4% | 3.5% | -1.5% | x
CN(C)c1ncnc2ccc(-c3ccccc3C(F)(F)F)cc12
  x | 4.3% | 2.0% | i | x
Cn1cc(-c2nc3cnc(Oc4cccc(Cl)c4)nc3n(C3CC3)c2=O)c2ccccc21
  x | -0.4% | -13.1% | -6.9% | x
CN(C)c1ncc2nc(CCc3ccccc3)c(=O)n(CCc3ccccc3)c2n1
  x | -2.2% | 9.8% | -3.6% | x
COc1ccccc1CNc1cc(-c2ccc(C(=O)N(C)C)cc2)ncn1
  x | 6.1% | 2.1% | i | x
CN(C)c1nc(-c2ccccc2C(F)(F)F)nc2ccccc12
  x | 7.4% | 10.8% | -8.1% | x
COc1ccc(-c2nc3cnc(N4CCN(C)CC4)nc3n(Cc3cccs3)c2=O)cc1
  x | 25.8% | 0.5% | -0.2% | x
CNc1cc(-c2ccccc2C(F)(F)F)ncn1
  x | -2.9% | 6.3% | i | x
Cc1ccccc1-c1cc(Nc2ccccc2)ncn1
  x | -9.6% | 9.9% | -3.3% | x
c1cncc(-c2nc(-n3ccnc3)c3ccccc3n2)c1
  x | 7.2% | 12.4% | -4.7% | x
Cc1cnc(CNc2ncncc2-c2cccnc2)cn1
  x | 2.4% | -10.8% | i | x
CCNc1ncc2ncc(=O)n(Cc3cccc(OC)c3)c2n1
  x | -1.6% | 19.4% | -7.9% | x
CN(C)c1ncc2nc(-c3cc(F)cc(F)c3)c(=O)n(C)c2n1
  x | -2.2% | 9.9% | i | x
CCNc1ncc2nc(-c3ccccc3)c(=O)n(CCC#N)c2n1
  x | -19.7% | 2.8% | -12.4% | x
COc1ncc2nc(-c3ccc(F)cc3)c(=O)n(-c3ccccc3)c2n1
  x | -7.9% | -6.4% | i | x

Screens (PubChem BioAssay)
